TDP43 rescue – TDP-43 toxicity inhibition in yeast; TDP-43 expressing yeast growth rescue, BacTiter-Glo, 24 h; Potency, µM (top dose mostly 46.1 µM), without a hit: top-dose growth rescue (activation), actives largely listed as activators; actives 1.8% (n = 410,000); AID 652104; note: % of control where 0% means no effect; nearly all actives have a fitted effect of over 50% in size
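Growth rescue of TDP-43-toxic yeast measured as ATP luminescence (BacTiter-Glo). Cells grown to mid-log in raffinose, induced in galactose at OD600=0.02, exposed to compound 24 hr at 30 deg C.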
EPAC1 antagonist – EPAC1 (human) antagonism. O95398. EPAC1 GEF assay, Rap1b-BODIPY-GDP exchange fluorescence. Potency, µM (titrated, usually from 115 µM), for inactives: at the highest dose activity change, negative = inhibition, actives largely listed as inhibitors. actives 0.14% (n = 360,000);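 note: plate controls were vehicle for no effect and positive control for full effect; nearly all actives have a fitted effect of over 50% in size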
PTHR1 agonist – PTHR1 (human) receptor agonism. Q03431. HEK293 GP2 PTHR1 cells, GloSensor cAMP luminescence, 1 h. Potency, µM (titrated, usually from 115 µM), inactives show at the highest dose activation, hits mostly activators. actives 0.075% (n = 410,000); note: nearly all actives have a fitted effect of over 55% in size; some results filed as inactive show a strong effect at the top dose; inactives centre near -15; many of its hits are not listed in these tables
Target sequence (Q03431 whole entry, looked up): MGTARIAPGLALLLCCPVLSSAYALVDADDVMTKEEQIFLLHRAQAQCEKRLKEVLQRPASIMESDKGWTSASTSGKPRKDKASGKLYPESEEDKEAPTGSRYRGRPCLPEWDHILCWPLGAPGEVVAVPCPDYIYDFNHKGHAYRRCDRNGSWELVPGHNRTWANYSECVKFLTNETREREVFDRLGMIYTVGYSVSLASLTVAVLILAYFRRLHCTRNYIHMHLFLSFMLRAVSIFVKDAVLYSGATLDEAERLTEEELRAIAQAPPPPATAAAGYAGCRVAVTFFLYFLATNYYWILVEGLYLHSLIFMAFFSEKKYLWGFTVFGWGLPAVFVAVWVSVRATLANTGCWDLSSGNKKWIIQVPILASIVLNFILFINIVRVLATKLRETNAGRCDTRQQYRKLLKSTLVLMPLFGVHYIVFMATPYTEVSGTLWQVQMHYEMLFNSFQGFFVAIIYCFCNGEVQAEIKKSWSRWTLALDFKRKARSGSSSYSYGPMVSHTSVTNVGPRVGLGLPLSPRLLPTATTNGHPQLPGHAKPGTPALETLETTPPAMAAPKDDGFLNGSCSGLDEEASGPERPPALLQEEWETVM
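HEK-293-derived GP2 cells expressing PTHR1 and a GloSensor cAMP reporter, 3,000/well, plated overnight, given luciferin plus IBMX (each 0.5 mM as added) for 1 h at 37 °C, then compound for 1 h at 37 °C. Luminescence was read after 15 min at room temperature.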
EPAC1 agonist – activates human EPAC1 exchange factor | O95398 | AID 720707 | actives 0.073% (n = 360,000) | EPAC1 agonist qHTS, biochemical assay; response scale: 100% = response to 6.5 mM cAMP | Potency, µM (series often up to 154 µM), inactives show at the top dose activation, hits mostly activators; note: nearly all actives have a fitted effect of over 60% in size
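Read-out is the fluorescence drop as BODIPY-GDP leaves Rap1B (480 nm excitation, 540 nm emission), recorded every 5 minutes over 30 minutes. Reactions held 100 nM EPAC1, 250 nM Rap1B–BODIPY-GDP and 50 uM GDP, with 6.5 mM cAMP setting full activation.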
FUS suppressor – suppressors of FUS proteinopathy in yeast; S. cerevisiae FUS-expressing, growth rescue, OD600, 24 h; Potency, µM (doses to about 76.6 µM), inactives show at the top dose growth rescue (activation), most hits filed as activators; actives 0.24% (n = 390,000); AID 1347120;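 note: plate controls were DMSO vehicle for no effect and reference control for full effect; nearly all actives have a fitted effect of over 55% in size; some results filed as inactive show a strong effect at the top dose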
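Absorbance at 600 nm, taken 24hr after compound addition, measured rescue of FUS-yeast growth at 30C. Induction used 2% galactose with seeding at OD 0.005. Controls: CP55940 from 92uM final, DMSO only.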
aSyn yeast inh – rescues yeast growth from alpha-synuclein toxicity | Yeast expressing alpha-synuclein, growth rescue, BacTiter-Glo, 24 h | Potency, µM (doses to about 46.1 µM), without a hit: top-dose growth rescue (activation), actives largely listed as activators | actives 0.14% (n = 370,000); note: % of control where 0% means no effect; nearly all actives have a fitted effect of over 65% in size
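Screening used galactose-induced yeast with toxic alpha-synuclein levels, exposed to compound for 24 hr at 30 deg C. Cell growth, read with BacTiter-Glo luminescence, gave the measured signal.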
EPAC2 ag – EPAC2 (human) agonism | Potency, µM (series often up to 154 µM), inactives show at the highest dose activation, actives largely listed as activators | AID 720711 | actives 0.079% (n = 360,000) | EPAC2 activation, biochemical qHTS; response scale: 100% = 6.5 mM cAMP response | Q8WZA2; note: nearly all actives have a fitted effect of over 50% in size
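Setup: EPAC2 100 nM, labeled Rap1B complex 250 nM, free GDP 50 uM. Compound titrations pinned in, brief spin, 5 min room temperature incubation. Kinetic fluorescence read over 30 min, normalized to 6.5 mM cAMP.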
EPAC2 antagonist – blocks human EPAC2 exchange factor | EPAC2 GEF exchange of Rap1B-BODIPY-GDP, fluorescence | AID 720708 | actives 0.18% (n = 360,000) | Q8WZA2 | Potency, µM (highest dose often 114 µM), for the others: top-dose activity, negative = inhibition, actives largely listed as inhibitors; note: % is set by controls: 0 for no effect and ±100 for the full control effect; nearly all actives have a fitted effect of over 45% in size; many of its hits are not listed in these tables
* = called active by the depositor; i = inactive; u = inconclusive; x = no result given; & = joins results of further samples; [ ] = remark or other dose. Calls come from the whole dose curve; as a rule, active = well fitted curve in the direction sought with a large enough effect; inconclusive = small, poorly fitted or top-dose-only effect, or another doubt; inactive = no such curve, though single readings can be large; an effect the other way counts as inactive or inconclusive. Potency is the fitted concentration of half-maximal effect. A portion of the library. The share of hits here may be higher or lower than overall.

mol | EPAC1 antagonist | EPAC2 ag | TDP43 rescue | PTHR1 agonist | EPAC2 antagonist | FUS suppressor | aSyn yeast inh | EPAC1 agonist
Cc1ccc(CSCCNC(=O)c2ccc(C)cc2)cc1 | -14% | 22% | -31%[inhibitor] | i | -8% | 9% | -4% | 9%
O=C(NNC(=O)c1ccco1)c1cccc(Br)c1 | -2% | 1% | 8% | -15% | 1% | -1% | 3% | 14%
CC1CCN(C(=O)Cn2cc(SCC(=O)NCC3CCCO3)c3ccccc32)CC1 (configuration not stated) | 14% | -1% | 12% | -7% | 7% | -3% | 4% | 10%
CCc1ccc(C(O)c2ncc(-c3ccc(Cl)cc3)[nH]2)cc1 (configuration not stated) | 7% | 3% | 11% | -13% | 11% | -8% | -1% | -8%
Cc1cccc(OCC(=O)NC2CC(C)(C)NC(C)(C)C2)c1 | -7% | 6% | -9% | -11% | 6% | 2% | -5% | -7%
CCOC(=O)c1c(C)c(C(=O)NC2CCCCC2)c(C)n1CC | 6% | -7% | -8% | -1%[57.5 µM] | 8% | -3% | 3% | 4%
Cc1ccc(S(=O)(=O)n2ccc(-c3cccc(OCc4c(F)cccc4Cl)c3)n2)cc1 | 0% | 12% | 0% | i | -1% | 12% | 0% | 8%
CCC(C)[C@H](NC(=O)NC1CCN(Cc2ccccc2)CC1)C(=O)OC (some centres not stated) | 12% | -3% | -12% | i | 13% | 14% | -15% | -3%
CCNC(=O)NCCNC(=O)c1cc(OCC(F)(F)F)ccc1OCC(F)(F)F | -3% | 5% | -4%[9.22 µM] | -1% | 0% | 25% | 3% | -8%
CC(=O)c1cc2c(cc1NC(=O)C1CC1)OCO2 | 10% | 10% | 8% | -2% | 11% | -34% | -9% | 0%
COc1ccc(C(=O)COc2nc(C)cc(C)c2C#N)cc1 | -12% | 7% | 12% | -11%[57.5 µM] | -3% | 18% | 9% | 1%
O=C(NC(=S)NCCN1CCOCC1)c1ccccc1 | u | 3% | 0% | 14% | -8% | -14% | -8% | 14%
CN(CC(=O)Nc1cccc(S(=O)(=O)NC2=NCCCCC2)c1)Cc1ccc(C(C)(C)C)cc1 | -4% | 6% | -23%[0.397 µM] | -48%[inhibitor] | -13% | 31% | -4% | -6%
CCC(C)(C)NC(=O)CN(C(=O)c1snc(C(N)=O)c1N)c1ccc2c(c1)OCO2 | -4% | 0% | -3% | -24%[57.5 µM] | -1% | 13% | 1% | 2%
O=S(=O)(Nc1ccc(Oc2ncccn2)c(Cl)c1)c1ccc(Cl)cc1 | -29% | -2% | -17% | 10% | -1% | 19% | -6% | -4%
Cn1c(SCC(=O)Nc2cc(C(C)(C)C)nn2-c2ccccc2)nc2ccccc21 | -23% | -1% | 5% | 0% | -20% | 33% | 18% | 19%
CSC1=C(C#N)C(c2cccc(Br)c2)CC(=O)N1 (configuration not stated) | 12% | 1% | -21% | -1% | 9% | 15% | -6% | 8%
O=c1c2c(nc3cc(-c4cccc(F)c4)[nH]n13)CCC2 | -11% | 3% | -4% | -8% | -2% | 45% | -6% | 16%
CC1CCN(S(=O)(=O)c2ccc(C(=O)Nc3ncccc3O)cc2)CC1 | -7% | -5% | 11% | i | 2% | 5% | 4% | 3%
COC(=O)C1=C(C)NC(C)=C(C(=O)OC)C1c1cc2cc(C)ccc2[nH]c1=O | 0% | -11% | 23% | i | 4% | -9% | -4% | 4%

A second format for some results above:
Screens in order: EPAC1 antagonist | EPAC2 ag | TDP43 rescue | PTHR1 agonist | EPAC2 antagonist | FUS suppressor | aSyn yeast inh | EPAC1 agonist
CC1CCN(C(=O)Cn2cc(SCC(=O)NCC3CCCO3)c3ccccc32)CC1 (configuration not stated)
  14% | -1% | 12% | -7% | 7% | -3% | 4% | 10%
CCOC(=O)c1c(C)c(C(=O)NC2CCCCC2)c(C)n1CC
  6% | -7% | -8% | -1%[57.5 µM] | 8% | -3% | 3% | 4%

Next part:
mol | EPAC1 antagonist | EPAC2 ag | TDP43 rescue | PTHR1 agonist | EPAC2 antagonist | FUS suppressor | aSyn yeast inh | EPAC1 agonist
Cc1ccc(C)c(S(=O)(=O)N2CCN(C(=O)CCC(=O)NCc3ccc(Cl)cc3)CC2)c1 | u | -1% | 21% | i | -10% | 45% | 15% | -2%
COc1ccc(Nc2cc(C)nc3nc(C)nn23)cc1Cl | -4% | 12% | 3% | i | 9% | -1% | -3% | -8%
O=C(NCC1COc2ccccc2O1)c1cc(S(=O)(=O)N2CCOCC2)c(Cl)cc1Cl (configuration not stated) | 3% | 21% | -14% | -29% | -5% | 25% | 0% | 1%
COc1cc(NC2=Nc3cccc4cccc2c34)cc(OC)c1OC | u | 9% | -20% | -18% | -5% | x | -1% | 15%
O=C(Nc1ccccc1)Nc1cccc(C(F)(F)F)c1 | -2% | 2% | 1% | -18% | 3% | -21% | -8% | 1%
O=c1c(-c2ccccc2)c(O)c2c(n1-c1ccccc1)CCCC2 | 5% | 9% | 15% | i | 7% | x | 0% | 0%
O=C1C(C=Nc2ccc(F)cc2)=C(O)c2ccccc21 | -1% | -6% | 11% | -86% | 9% | 2% | -1% | -3%
C=CCc1cccc(CNc2cnc3ccccc3c2)c1O | -18% | -4% | 11% | -37%[inhibitor] | -20% | 3% | 0% | 0%
O=[N+]([O-])/C(Cl)=C(/NCCO)C(Cl)=C(Cl)Cl | -6% | -3% | -2% | 7% | -27% | x | -1% | 0%
Cc1cc(F)ccc1S(=O)(=O)N1CCCOC1CNC(=O)C(=O)NCc1ccccn1 (configuration not stated) | -1% | 4% | -14% | -22% | 6% | 2% | 0% | -13%
N#Cc1c(-c2ccccc2Cl)noc1/C=C/Nc1ccc(C(=O)O)cc1 | 0% | 0% | 2% | -10% | -25% | 42% | 0% | 2%
CC1SC(=NC(=O)c2ccncc2)NC1=O (configuration not stated) | -4% | 2% | -9% | i | -3% | 5% | -9% | -1%
COc1ccc(NC(=O)c2cc(CN3C(=O)c4ccccc4C3=O)ccc2OC)cn1 | -15% | 12% | -4% | -7%[57.5 µM] | -4% | 16% | -5% | 1%
CCN(CC)CCNC(=O)Cn1cnc2sc(C)c(S(=O)(=O)N3CCN(c4ccccc4OC)CC3)c2c1=O | -16% | 9% | -26%&-3% | -1%&6% | -3% | -13%&-23% | -9% | 0%
CCc1nc2ccccc2c(C(=O)Oc2cccc3cccnc23)c1C | 4% | -1% | 12% | -11%[57.5 µM] | 3% | 9% | 3% | -8%
O=[N+]([O-])c1ccc2c(c1)C(O)n1ncnc1S2 (configuration not stated) | 1% | 7% | 1% | 14% | 20% | 6% | -2% | 5%
CCC(=O)Nc1nnc(SCC(=O)N2c3ccccc3CC2C)s1 (configuration not stated) | 0% | -4% | 22% | -8% | 10% | -19% | 5% | -2%
Cc1ccc(-n2nc(C(=O)c3ccccc3)n3c(=O)c(Cc4ccccc4)nnc23)cc1 | -15% | 4% | 0% | -5% | 2% | x | -3% | -2%
O=C1CSC(c2ccc(Cl)c(Cl)c2)N1c1nccs1 (configuration not stated) | 7% | 19% | 14µM* | -6% | u | 15% | 1%[1.84 µM] | 9%
CCCC(C(=O)Nc1ccc(S(=O)(=O)N2CCOCC2)cc1)c1ccccc1 (configuration not stated) | -16% | 14% | -19% | -68%[inhibitor] | -1% | u | 5% | 6%
Cc1ccc(C23CC4CC(CC(C(=O)OCC(=O)NC5CCS(=O)(=O)C5)(C4)C2)C3)cc1 (configuration not stated) | -4% | 1% | 8% | i | 7% | -36% | -14% | -4%
O=C(COC(=O)c1ccccc1OCc1ccc(F)cc1)NCC1CCCO1 (configuration not stated) | -11% | 2% | 10% | i | -13% | 6% | 1% | 12%
COc1ccc(N=Cc2c(O)[nH]c3ccccc23)cc1OC | -3% | 9% | 0% | -1% | -5% | x | u | 2%
CN(C)S(=O)(=O)c1cccc(NC(=O)CNCC2CCCCC2)c1 | -3% | 2% | -4% | i | 3% | -3% | 3% | 9%
O=C(NC(Cc1c[nH]c2ccccc12)C(=O)O)/C(=C\c1ccc2c(c1)OCO2)NC(=O)c1ccccc1 (configuration not stated) | -7% | -3% | -12% | i | -1% | 4% | -3% | 0%
FC(F)(F)c1ccc(/C=N/NC(=S)NC2CCCCC2)cc1 | -8% | -5% | 13% | -6% | 6% | 1% | 0% | -10%
CCOC(=O)C1CCCN(C(=O)c2cc3ccc(OC)cc3[nH]2)C1 (configuration not stated) | 0% | 13% | u | -15% | 1% | 21% | -3% | -8%
CCOc1ccc(C(=O)CCC(=O)NCC(=O)Nc2c(C)cccc2C)cc1 | 3% | 1% | 14% | i | -1% | 12% | -9% | -4%
O=C(O)CCSc1nnc(-c2ccncc2)n1-c1ccccc1 | -5% | 1% | 6% | i | 9% | -13% | 2% | 7%
Cc1cc(C(F)F)n2nc(C(=O)Nc3ccc(S(=O)(=O)N4CCCC4)cc3)nc2n1 | 6% | 3% | -31% | i | 21% | 31% | -6% | 4%
COc1ccc([C@@H]2[C@@H]3C(=O)N(C(C)(C)C)C(=O)[C@@H]3[C@]3(C)C(=O)N(c4ccc(C(F)(F)F)cc4)C(=O)N23)cc1 | -19% | -12% | 16% | -14% | -24% | u | 9% | -25%
CCCCOCCCNC(=O)C[C@@H]1C[C@@]2(C(=O)OCC)CCC=C2N(Cc2ccc(Cl)cc2Cl)C1=O | -12% | -8% | 16% | -65%[inhibitor] | -22% | u | 15% | -16%
Cc1ccc(S(=O)(=O)N(C)CCCC(=O)Nc2cc(C)ccc2C)cc1 | 4% | 1% | 0% | -32% | 3% | 9% | 1% | -6%
CCCCNC(=O)C[C@@H]1C[C@@]2(C(=O)OCC)CCC=C2N(Cc2ccccc2)C1=O | -16% | 6% | 10% | i | 9% | u | 0% | 8%
COc1ccccc1/C=N/OC(=O)c1ccc(F)cc1 | 9% | 3% | u | 0% | 1% | -6% | -1% | 4%
COc1ccccc1NC(=O)COc1ccc(CO)cc1Cl | -14% | 6% | u | -10%[57.5 µM] | -4% | -4% | 8% | 5%
COC(=O)c1nnn(-c2nonc2N)c1-c1cccs1 | -7% | 7% | -8% | i | -1% | -23% | -1% | 5%
O=C1CCCN1CCNC(=S)Nc1ccccc1 | 13% | 2% | -5% | -2%[57.5 µM] | 0% | -7% | -3% | 12%
Cc1noc(NS(=O)(=O)c2ccc(NC(=O)C(C)C)cc2)c1C | -23% | 12% | -18% | i | -11% | 10% | -4% | -1%

Bioassay records deposited in PubChem BioAssay by National Center for Advancing Translational Sciences (NCATS).
